Assay outcomes: PubChem BioAssay, Broad Institute
EWS-Fli block: EWS/Fli-driven NR0B1 reporter inhibitors, primary screen, A673 cells, NR0B1 luciferase, luminescence, MLPCN library | viability-normalised | inhibition, % at 12.6 µM | 350,000 compounds, 0.67% hits | AID 651661, 2012;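 active = mean inhibition of at least 50% after viability correction, with every replicate also passing that limit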;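 note: firefly luciferase signal divided by Alamar Blue viability fluorescence both relative to DMSO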
RAD54 branch: inhibitors of human RAD54 branch migration, primary screen, biochemical, fluorescence, single point; RAD54 Holliday junction branch migration, FAM/BHQ fluorescence; AID 602329, 2012; inhibition, % at 10.4 µM; 360,000 compounds, 0.14% hits;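 active = mean normalized replicate activity at least 40 and at least half of replicates scoring 40 or more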;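 note: 0% = median of neutral control wells and 100% = median of positive control wells; inhibitors cause a drop in the FAM fluorescence signal; in these data hits start at about 50%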
Target sequence (Q92698 whole entry, looked up): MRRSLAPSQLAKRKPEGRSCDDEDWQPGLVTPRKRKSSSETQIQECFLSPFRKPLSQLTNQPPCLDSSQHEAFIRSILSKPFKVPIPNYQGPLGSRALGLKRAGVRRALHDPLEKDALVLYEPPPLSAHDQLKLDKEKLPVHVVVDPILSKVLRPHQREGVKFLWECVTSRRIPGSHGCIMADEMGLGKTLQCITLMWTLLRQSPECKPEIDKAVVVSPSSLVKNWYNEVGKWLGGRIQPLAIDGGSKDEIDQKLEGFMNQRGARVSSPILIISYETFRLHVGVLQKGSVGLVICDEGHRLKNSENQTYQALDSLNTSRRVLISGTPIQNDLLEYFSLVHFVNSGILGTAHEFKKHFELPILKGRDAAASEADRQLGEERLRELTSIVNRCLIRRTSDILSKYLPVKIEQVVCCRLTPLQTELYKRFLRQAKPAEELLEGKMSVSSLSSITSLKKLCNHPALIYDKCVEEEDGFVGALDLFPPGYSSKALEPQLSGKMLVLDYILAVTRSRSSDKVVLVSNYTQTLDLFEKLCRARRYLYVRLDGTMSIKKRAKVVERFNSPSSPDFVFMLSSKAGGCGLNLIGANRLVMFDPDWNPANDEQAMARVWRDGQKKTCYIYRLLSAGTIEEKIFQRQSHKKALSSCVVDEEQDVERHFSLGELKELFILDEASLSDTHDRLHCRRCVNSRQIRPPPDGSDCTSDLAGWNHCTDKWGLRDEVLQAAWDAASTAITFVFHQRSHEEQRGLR
S100A4 inh HTS: inhibitors of S100A4-myosin IIA peptide binding, primary screen, biochemical, fluorescence polarization, TAMRA-MyoIIA peptide; inhibition, % at 10.7 µM; 360,000 compounds, 0.14% hits; AID 652163, 2013;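 active = mean inhibition of at least 70% across replicates, with every replicate also reaching that level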
Target sequence (P26447 whole entry, looked up): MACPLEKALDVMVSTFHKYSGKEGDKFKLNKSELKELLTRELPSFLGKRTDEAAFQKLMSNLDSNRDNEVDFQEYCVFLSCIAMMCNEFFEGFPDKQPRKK
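System – human S100A4 monomer protein, biochemical binding assay · Buffer or medium – Calcium-containing HEPES buffer, pH 7.2 · Timing – 5 min between mix addition and reading · Also added – TAMRA-labelled myosin IIA heavy-chain peptide probe, 5 nM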
FN deposition inh: inhibitors of fibronectin matrix deposition, primary screen, AH1F cells, Alexa488-fibronectin fluorescence, plate reader; 350,000 compounds, 0.086% hits; inhibition, % at 12.6 µM; AH1F fibroblasts, overnight;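 active = mean inhibition across replicates of 30% or more, regardless of how many single replicates reach that level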;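 note: positive control wells lacked labelled fibronectin entirely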
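Assay system: AH1F fibroblast monolayer, labelled fibronectin deposition. Amount: 10000 cells per well. Also added: labelled fibronectin 24 nM. Compound: single-point pinned compound. Incubation: cell attachment 1 h, compound and FN exposure overnight. Detection: fluorescence after three HBSS washes, excitation 485 nm, emission 525 nm. Read-out: inhibition of fibronectin deposition signal.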
RAD52 inh: RAD52 DNA annealing inhibitors, primary screen, biochemical, FRET, single point, set 2. DNA repair protein RAD52 homolog (Homo sapiens), P43351. recombinant RAD52 DNA annealing, FRET fluorescence. inhibition, % at 18.7 µM. 360,000 compounds, 0.46% hits;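 active = every replicate showing at least 50% inhibition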
Xi reactivation: activators of inactive X chromosome reactivation, primary screen, imaging, XiGFP fibroblasts, GFP high-content imaging, set 2; XiGFP mouse fibroblasts, % GFP-positive cells imaging, 3 d; cells co-treated with 5-aza-dC sensitizer; scaled so ellipticine positive control = 100%; activation, % at 7.58 µM; 360,000 compounds, 0.055% hits; AID 743238, 2013;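 active = mean normalized replicate activation at least 10% and every replicate at or above 10%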;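 note: 0% = median of on-plate neutral control wells and 100% = ellipticine 6 µM median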
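Assay system – SV40-immortalized XiGFP fibroblast cells, line 68-5-11 · Buffer or medium – DMEM supplemented with 5-aza-dC as sensitizing agent · Dosing – one concentration, pinned · Benchmarks – positive control ellipticine, 6 µM final · Times – 3 days compound exposure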
esBAF inh: Bmi1 luciferase reporter increase in mESCs, primary screen, esBAF inhibitor project, mouse ES cells, Bmi1 luciferase knock-in, single point | 24 h; 100% = twice the neutral-well signal | reporter increase, % at 12.5 µM | 350,000 compounds, 2% hits | AID 602393, 2012; in the data active = activation above about 40%;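 note: 0% = median of the plate's neutral control wells and 100% = double that signal; a rise in the Bmi1 reporter signal indicates esBAF inhibition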
E-selectin induc: E-selectin induction in HUVECs, primary screen, imaging, HUVEC, immunofluorescence imaging, single point. P16581. 260,000 compounds, 0.37% hits. normalized: neutral wells 0, TNF-alpha wells 100. activation, % at 7.58 µM;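 active = mean E-selectin-positive cell signal at least 10% of the positive control, reached in at least 60% of replicates, without over 20% cell loss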;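 note: in these data hits start at about 27%; measured in HUVEC primary endothelial cells; signal is the percent of cells scored E-selectin positive by PE staining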
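Test system – human umbilical vein endothelial cells (HUVEC), E-selectin induction · Input – 3,000 HUVEC seeded per well · Buffer or medium – EGM-2, gelatin · Compound dosing – single-point compound dose · Detection – immunofluorescence imaging · Measure – percent E-selectin-positive cells · Controls – TNF-alpha high, DMSO low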
An asterisk follows results filed as active; · = not tested or not shown. Compounds were not picked by outcome. Share with any hit: about 3%.

SMILES | EWS-Fli block | RAD54 branch | S100A4 inh HTS | FN deposition inh | RAD52 inh | Xi reactivation | esBAF inh | E-selectin induc
COc1cccc(NC(=O)N2CC(=O)N3[C@H](CO)[C@@H](c4ccc(Br)cc4)[C@H]3C2)c1 | 1 | · | -9 | · | -21 | 0.0 | · | -0.1
Cc1cccc(NC(=O)CN2CCN(CC(=O)NCC3(N4CCCCC4)CCCCC3)CC2)c1C | -8 | · | -11 | -1 | -3 | -0.1 | · | ·
COc1ccc(S(=O)(=O)N(C)C[C@@H]2Oc3ccc(NC(=O)c4ccncc4)cc3C(=O)N([C@H](C)CO)C[C@@H]2C)cc1 | -12 | 8 | -12 | · | -6 | -0.1 | 3 | 18
NC1=NS(=O)(=O)NC1c1ccc(Br)cc1 (stereo not given) | 3 | · | 1 | -1 | -17 | 0.0 | · | ·
COCCNC(=O)C(c1ccc(O)cc1)N(Cc1ccccc1)C(=O)CCC(=O)Nc1nccs1 (stereo not given) | 5 | -9 | -2 | -1 | -10 | 1.1 | -5 | ·
Cc1cccc(-n2ncc3c2CCCC3NC(=O)CC(F)(F)F)c1C (stereo not given) | -1 | -3 | 0 | 14 | 5 | 0.1 | -6 | 2.4
CC1CC(C)CN(C(=O)C2CCC(CNS(=O)(=O)c3ccccc3)CC2)C1 (stereo not given) | 3 | 6 | 0 | 0 | 3 | 0.1 | 10 | 0.2
C[C@H]1CN([C@@H](C)CO)C(=O)c2cccc(NC(=O)Nc3ccc(F)cc3)c2O[C@H]1CN(C)CC1CCCCC1 | 2 | 9 | -7 | 0 | 17 | -1.2 | 5 | 34*
COc1ccc(NC(=O)N(C)C[C@@H]2Oc3ccc(NS(=O)(=O)c4ccc(Cl)cc4)cc3C(=O)N([C@H](C)CO)C[C@@H]2C)cc1 | 1 | -9 | 0 | -4 | 14 | -1.1 | -6 | -30
COc1ccc(C(=O)CSc2nnc(Cn3nnc4ccccc43)n2C)cc1 | -2 | -5 | 2 | · | -13 | · | -1 | ·

Complete entries from above. Screens in order: EWS-Fli block | RAD54 branch | S100A4 inh HTS | FN deposition inh | RAD52 inh | Xi reactivation | esBAF inh | E-selectin induc
Results for COc1ccc(C(=O)CSc2nnc(Cn3nnc4ccccc43)n2C)cc1 = -2 | -5 | 2 | · | -13 | · | -1 | ·
Results for C[C@H]1CN([C@@H](C)CO)C(=O)c2cccc(NC(=O)Nc3ccc(F)cc3)c2O[C@H]1CN(C)CC1CCCCC1 = 2 | 9 | -7 | 0 | 17 | -1.2 | 5 | 34*
Results for NC1=NS(=O)(=O)NC1c1ccc(Br)cc1 (stereo not given) = 3 | · | 1 | -1 | -17 | 0.0 | · | ·
Results for CC1CC(C)CN(C(=O)C2CCC(CNS(=O)(=O)c3ccccc3)CC2)C1 (stereo not given) = 3 | 6 | 0 | 0 | 3 | 0.1 | 10 | 0.2

Following part.
SMILES | EWS-Fli block | RAD54 branch | S100A4 inh HTS | FN deposition inh | RAD52 inh | Xi reactivation | esBAF inh | E-selectin induc
CC1([N+](=O)[O-])COC(C=Cc2ccccc2)OC1 (stereo not given) | -17 | 1 | 6 | 4 | -18 | 0.1 | 14 | -0.2
CC(c1ccccc1)C(CC(=O)O)C(=O)Nc1ccc(Cl)c(Cl)c1 (stereo not given) | 1 | -1 | 1 | 3 | -9 | 0.1 | -8 | 0.1
C[C@H](NC(=O)OC(C)(C)C)C(=O)N/N=C/C1=Cc2ccccc2OC1 | 1 | 3 | 13 | -5 | -9 | 0.1 | -2 | 1.1
CCOc1ccc(CN(C)CC(=O)Nc2cc(OC)c([N+](=O)[O-])cc2C)cc1 | 10 | 3 | 6 | 2 | -3 | 0.0 | · | 1.8
O=C1CCCCCN1CP(=O)(O)CCc1ccccc1 | 8 | 8 | 2 | · | -16 | · | -10 | ·
N#Cc1cnc(SCC(=O)NNC(=O)COc2cccc3ccccc23)nc1N | -11 | -6 | 4 | 2 | -91 | 0.6 | · | -0.1
CCOc1ccc(N(CC)C(=O)c2cn(CC)c(=O)c3cc(OC)c(OC)cc23)cc1 | -6 | -6 | -2 | 3 | -8 | 0.1 | 2 | -0.4
CC(C)NC(=O)Nc1cccc2c1O[C@H](CN(C)Cc1ccncc1)[C@@H](C)CN([C@H](C)CO)C2=O | 13 | 1 | 0 | · | 12 | -0.1 | -1 | 81*
O=C1OCc2ccc(NC(=O)C3CCCCC3)cc21 | -3 | 7 | -11 | · | -12 | · | 2 | ·
CC(C)c1cccc(OCC(=O)Nc2ccc(S(=O)(=O)Nc3ccccn3)cc2)c1 | 12 | 1 | -5 | 1 | -31 | 0.0 | -6 | 0.0
Cc1c(/C(O)=C2/C(=O)C(=O)N(CCN3CCOCC3)C2c2ccco2)cnn1-c1ccccc1 (stereo not given) | 14 | -5 | 2 | -1 | -25 | -0.1 | -27 | ·
O=C(C[C@H]1C[C@H]2c3cc(NC(=O)c4cccnc4)ccc3O[C@H]2[C@H](CO)O1)NCC1CC1 | 0 | -6 | -4 | -1 | 14 | 0.1 | 0 | -0.3
C[C@H]1CN([C@@H](C)CO)C(=O)c2cccc(NC(=O)C3CCCCC3)c2O[C@@H]1CN(C)S(=O)(=O)c1ccc(F)cc1 | 11 | -1 | 8 | · | 21 | -0.4 | 2 | -0.5
CC(Oc1ccccc1)C(=O)Nc1c2c(nn1-c1ccccc1)CS(=O)(=O)C2 (stereo not given) | · | 3 | -2 | 0 | -8 | -0.2 | -6 | -0.1
Nc1ccc2nn(-c3ccc(Cl)cc3)nc2c1 | -1 | 8 | 3 | -1 | -15 | 0.0 | -14 | 0.1
CCN1[C@@H]2Cn3c(ccc(C4=CCCCC4)c3=O)[C@H]1[C@@H](C(=O)N1CCOCC1)[C@@H]2CO | 2 | -1 | 0 | · | -11 | 0.4 | 8 | -0.2
COc1ccccc1CN(Cc1cc2cc(C)cc(C)c2[nH]c1=O)Cc1nnnn1CC1CCCO1 (stereo not given) | 10 | -14 | -2 | · | -1 | · | -3 | ·
Cc1ccc(S(=O)(=O)N2CCCCC2)c2nsnc12 | 4 | · | 5 | 8 | -5 | · | 6 | ·
CNC(=O)C[C@@H]1CC[C@@H]2[C@@H](COc3ccc(NC(=O)C(C)C)cc3C(=O)N2C)O1 | -11 | · | · | -16 | · | 0.2 | 12 | 0.0
O=C(c1cc(COc2ccc3c(c2)CCCC3)on1)N1CCCC1 | -115 | 6 | -1 | -5 | -10 | -0.1 | 68* | -0.1
CC(C)NC(=O)N(C)C[C@@H]1Oc2ccc(NS(=O)(=O)c3ccc(Cl)cc3)cc2C(=O)N([C@@H](C)CO)C[C@H]1C | 5 | 9 | -26 | 3 | 2 | -0.3 | -1 | -0.1
CN(CC(=O)Nc1cc(Cl)cc(Cl)c1)Cc1cccs1 | 0 | 3 | -3 | 5 | -15 | 0.1 | -1 | 0.0
O=C(CC1CC1)Nc1ccc2c(c1)[C@@H]1C[C@H](CC(=O)NC3CCCC3)O[C@H](CO)[C@@H]1O2 | 4 | 5 | -17 | 2 | -8 | 0.1 | -8 | -0.4
CC1CN(C(=O)COC(=O)c2cccc(NS(=O)(=O)c3ccccc3)c2)CC(C)O1 (stereo not given) | 1 | 12 | 0 | 7 | -1 | 0.0 | -3 | 0.0
O=C(c1ccc(Cl)c(S(=O)(=O)N2CCOCC2)c1)N(Cc1nnc(-c2ccccc2Cl)o1)C1CC1 | -1 | 2 | -14 | 4 | -17 | -0.1 | 27 | ·
CC(=O)N(C)C[C@@H]1Oc2ncc(-c3cccc(C#N)c3)cc2C(=O)N([C@H](C)CO)C[C@H]1C | -16 | -2 | 1 | -24 | 2 | 0.2 | 4 | -0.1
C[C@H](CO)N1C[C@H](C)[C@@H](CN(C)Cc2ccc(C(=O)Nc3ccccc3N)cc2)Oc2ccc(NS(=O)(=O)c3cccs3)cc2CC1=O | 25 | 5 | -31 | · | 36 | 0.3 | -10 | 0.2
CCCCN(C)C(=O)c1cn(C)c2ccc(S(=O)(=O)N(C)C)cc2c1=O | 5 | -10 | -6 | 0 | -4 | 0.2 | 14 | 0.0
C[C@H](CO)N1C[C@H](C)[C@@H](CN(C)Cc2ccc(-c3ccccc3)cc2)Oc2ccc(NC(=O)Nc3ccc(F)cc3)cc2C1=O | -5 | 1 | 9 | -15 | 8 | 0.0 | 1 | -1.1
COc1c2c(nc3ccccc13)OC(C(C)(O)CO)C2 (stereo not given) | 1 | -4 | 3 | · | -3 | · | -2 | ·
CC(C)(C)[C@@H]1COC(=O)[C@H](Cc2ccc(F)cc2)C/C=C\C[C@H](CC(=O)N(CCO)Cc2ccccc2)C(=O)N1 | 14 | -19 | 1 | -8 | -3 | 0.2 | 18 | 0.4
CCN(c1ccccc1)S(=O)(=O)c1cccc(C(=O)NCC(c2ccco2)N2CCCC2)c1 (stereo not given) | 14 | -10 | 1 | -5 | -166 | 0.0 | · | ·
C[C@@H]1CN([C@H](C)CO)C(=O)c2cccc(NS(=O)(=O)c3cccs3)c2O[C@H]1CN(C)Cc1ccc(Cl)c(Cl)c1 | -3 | -3 | 1 | · | 17 | 0.0 | 2 | 349*
S=c1[nH]c2ncccc2o1 | 1 | · | 0 | · | -6 | · | -7 | ·
Cc1ccc(S(=O)(=O)n2ccc3c(OCCOCCSCC(NC(=O)OC(C)(C)C)C(=O)O)cccc32)cc1 (stereo not given) | 14 | 7 | -5 | -7 | -18 | 0.0 | -4 | 0.0
C=CCN(c1ccccc1)S(=O)(=O)c1cccc(C(=O)N2CC(C)CC(C)C2)c1 (stereo not given) | · | -7 | 1 | · | -4 | 1.0 | 1 | -0.9
O=C(CSc1nc2ccccc2[nH]1)NCc1ccc(F)cc1 | -2 | -5 | -2 | 0 | -21 | -0.1 | -6 | -0.5
CCOc1ccc(S(=O)(=O)N(C)CC(=O)NCc2ccccn2)cc1Cl | 8 | -9 | -2 | 1 | 1 | 0.0 | -3 | ·
Cc1cc(Cl)ccc1NS(=O)(=O)c1c(C)[nH]c(=O)[nH]c1=O | 5 | -7 | -15 | 1 | -6 | 0.0 | -2 | -0.2
CSCCC(NS(=O)(=O)c1ccc2c(c1)OCCO2)C(=O)N(C)Cc1ccccc1F (stereo not given) | 1 | 10 | -1 | -6 | 8 | 0.0 | 1 | 0.0
C=CCNC(=O)[C@H]1[C@@H]2C(=O)O[C@@H](c3ccccc3)[C@@H](c3ccccc3)N2[C@@H](c2ccc(O)cc2)[C@]12C(=O)Nc1ccc(C#Cc3ccc(OC)cc3)cc12 | -5 | 0 | 20 | · | 15 | · | · | ·
CC(O)[C@H]1CN=C(N)N1CCc1cc(C(F)(F)F)cc(C(F)(F)F)c1 (stereo not given in full) | 16 | 0 | -6 | 8 | -4 | 0.1 | -8 | 0.2
Cc1ccc(Nc2ccccc2)nn1 | 2 | -3 | -1 | -2 | 0 | 0.0 | -3 | ·
